# ABCB1 inh – human ABCB1 inhibition, ABCG2 as counter-screen; CCRF-Adr cells, JC-1 efflux, flow cytometry; inhibition, % at 6.6 µM; 190,000 tested, 0.067% active; AID 1326; in the data active = inhibition above about 40%;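 note: 0% = vehicle and 100% = reference inhibitor; higher value means more JC-1 retained so stronger ABCB1 efflux block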
# Cdc42 wt GTP – changes GTP binding to wildtype human Cdc42. percent activity (GTP binding), % at 10 µM. GST-Cdc42 beads, Bodipy-GTP binding, flow cytometry; actives lie on both sides. P60953. 190,000 tested, 0.2% active;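 active = percent activity GTP binding at least 20 points away from the 100% baseline, either down as inhibitor or up as activator; inconclusive = compound flagged as likely green fluorescent from well-wide comparison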;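 note: median bead fluorescence of bound Bodipy-FL-GTP at 100 nM; 0% = excess unlabeled GTP control and 100% = no compound control; below 100% means less GTP binding so inhibitor and above means activator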
# Target sequence (P60953 whole entry, looked up): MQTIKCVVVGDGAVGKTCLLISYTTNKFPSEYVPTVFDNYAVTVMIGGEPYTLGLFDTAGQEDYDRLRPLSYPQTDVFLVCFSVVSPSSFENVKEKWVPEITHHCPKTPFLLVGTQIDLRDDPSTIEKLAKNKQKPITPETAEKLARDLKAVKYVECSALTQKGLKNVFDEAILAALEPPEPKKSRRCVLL
# Pf gamet viab – inhibitors of late stage P. falciparum gametocyte viability | inhibition, % at 10.9 µM | P. falciparum stage V gametocytes, ATP luminescence, 24 h | 150,000 tested, 0.065% active;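 active = inhibition above the mean plus 3 SD of compounds within the control limits, set per campaign, cut at about 38% in these data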;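 note: 0% = DMSO wells and 100% = medium only without gametocytes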
# Rac1 wt modul – human Rac1 wildtype GTP binding, inhibitors and activators; P63000; GST-Rac1 beads, fluorescent GTP binding, flow cytometry; actives lie on both sides; 0 = cold GTP competed, 100 = untreated; GTP binding activity (% of control), % at 10 µM; 190,000 tested, 0.27% active;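 active = GTP binding activity at least 20 points away from the 100% control level, either lower or higher; inconclusive = compound flagged as likely green fluorescent, judged across all proteins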
# Avidin fluor – avidin bead compound fluorescence profile; fluorescence (KMESF) at 10 µM; 220,000 tested, 0.38% active; Avidin beads, compound fluorescence 488/530 nm, flow cytometry; active compounds read high; in the data active = fluorescence above about 47; note: inactives centre near 10
# Rab7 wt modul – dog Rab7 wildtype GTP binding, inhibitors and activators; GST-Rab7 beads, fluorescent GTP binding, flow cytometry; actives lie on both sides; untreated = 100%, excess cold GTP = 0%; GTP binding activity (percent of control), % at 10 µM; 190,000 tested, 0.055% active;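 active = fluorescent GTP binding to Rab7 beads changed by at least 20 points from the 100% baseline, either direction, mostly lower; inconclusive = compound itself probably fluorescent, or too few beads counted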;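 note: median green fluorescence of bound Bodipy-FL-GTP per Rab7 bead population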
# Rac1 mut GTP – modulators of GTP binding to human Rac1 activated mutant | percent activity (GTP binding), % at 10 µM | GST-Rac1 activated beads, fluorescent GTP binding, flow cytometry; actives lie on both sides; 100% means binding = to untreated wells | 190,000 tested, 0.11% active | AID 764 | P63000;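 active = GTP binding at least 20 percentage points away from the 100% baseline, in either direction, so actives lie on both sides; inconclusive = Compound likely fluorescent itself, or too few beads counted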
# HRas wt GTP – modulators of GTP binding to human HRas wildtype; P01112; GST-Ras wt beads, Bodipy-FL-GTP binding, flow cytometry; actives lie on both sides; GTP binding activity, % at 10 µM; 190,000 tested, 0.14% active; AID 759;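 active = GTP binding activity at least 20% away from the 100% baseline, either lowered as inhibitor or raised as activator; inconclusive = flagged as likely green fluorescent, judged across all proteins in the well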;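 note: 0% = unlabeled GTP competition control and 100% = no-compound control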
# Target sequence (P01112 whole entry, looked up): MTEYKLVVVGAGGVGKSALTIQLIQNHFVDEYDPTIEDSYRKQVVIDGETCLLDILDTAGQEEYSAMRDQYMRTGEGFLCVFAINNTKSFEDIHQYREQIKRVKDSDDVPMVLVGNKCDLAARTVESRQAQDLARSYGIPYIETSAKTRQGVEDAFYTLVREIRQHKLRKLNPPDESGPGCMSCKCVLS
# GSH fluor – compound fluoresces at 488/530 nm on GSH beads | GSH beads flow cytometry, compound fluorescence 488/530 nm; active compounds read high | fluorescence (KMESF) at 10 µM | 190,000 tested, 0.25% active; in the data active = fluorescence above about 89;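 note: glutathione beads carrying GST-tagged Bcl family fusion proteins plus one bare bead set; values are compound well signal with DMSO vehicle wells as background; inactives centre near 16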
# Rab2A wt mod – changes GTP binding to wildtype dog Rab2A, up or down; 190,000 tested, 0.19% active; GST-Rab2 wt beads, Bodipy-GTP binding, flow cytometry; GTP binding activity, % at 10 µM; P61105;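 active = GTP binding activity at least 20 points away from 100%, either lowered or raised; inconclusive = signal likely due to the compound's own green fluorescence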;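 note: 0% = beads with excess unlabeled GTP and 100% = no-compound control corrected for plate trend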
# ABCG2 inh – blocks JC-1 efflux by human ABCG2 transporter. Q9UNQ0. IgMXP3 cells, flow cytometry. inhibition, % at 6.6 µM. 190,000 tested, 0.1% active;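 active = inhibition above 80%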;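 note: 0% = DMSO and 100% = nicardipine control wells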
# Target sequence (Q9UNQ0 whole entry, looked up): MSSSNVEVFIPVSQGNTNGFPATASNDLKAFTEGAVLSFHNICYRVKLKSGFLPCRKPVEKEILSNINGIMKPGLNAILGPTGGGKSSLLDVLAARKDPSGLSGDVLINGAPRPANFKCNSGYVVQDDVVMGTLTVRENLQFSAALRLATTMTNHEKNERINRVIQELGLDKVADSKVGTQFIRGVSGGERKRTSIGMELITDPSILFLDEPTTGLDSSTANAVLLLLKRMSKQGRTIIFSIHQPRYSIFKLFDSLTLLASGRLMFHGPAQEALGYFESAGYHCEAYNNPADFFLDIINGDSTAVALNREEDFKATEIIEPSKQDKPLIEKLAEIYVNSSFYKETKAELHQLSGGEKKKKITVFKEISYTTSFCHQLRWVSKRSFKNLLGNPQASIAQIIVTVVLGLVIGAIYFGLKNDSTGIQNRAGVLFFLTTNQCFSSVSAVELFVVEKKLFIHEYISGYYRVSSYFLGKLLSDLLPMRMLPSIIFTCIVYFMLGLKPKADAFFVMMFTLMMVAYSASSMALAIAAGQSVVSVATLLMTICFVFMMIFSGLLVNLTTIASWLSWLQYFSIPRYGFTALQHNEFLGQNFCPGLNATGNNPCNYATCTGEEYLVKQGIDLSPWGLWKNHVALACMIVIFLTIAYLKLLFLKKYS
#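 test system = two drug-resistant human cell lines, ABCG2 and ABCB1 | amount = 3 million cells/mL final, two lines in 1:1 ratio | reagent = JC-1 transporter substrate | doses = one concentration, 6.6 µM final | incubation = 10 min at 25 °C | signal = flow cytometric JC-1 green MFI at 530 nm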
# * = called active by the depositor; ? = inconclusive; . = no result given.
SMILES,ABCB1 inh,Cdc42 wt GTP,Pf gamet viab,Rac1 wt modul,Avidin fluor,Rab7 wt modul,Rac1 mut GTP,HRas wt GTP,GSH fluor,Rab2A wt mod,ABCG2 inh
Cc1ccc(SCC(=O)N(C)C2CCS(=O)(=O)C2)cc1 (stereo not given),1.2,103,.,99,6,93,100,100,21,98,5
CCOC(=O)C1(Cc2ccc(Cl)cc2)CCN(C(=O)c2sc(C)nc2C)CC1,1.6,98,8,100,12,94,97,96,14,98,4
CCCc1cc(=O)[nH]c(Nc2ccc3c(c2)OCCO3)n1,0.5,96,-46,96,10,95,93,94,15,92,17
Cc1cc(C)n(-c2nc(NCCCO)c3c4c(sc3n2)CCCC4)n1,1.6,100,-6,102,26,97,97,99,22,97,11
O=c1[nH]c(SCc2ccccc2Cl)nc2c1CCC2,0.5,90,17,86,10,92,89,91,36,91,5
Cc1[nH]c(=O)[nH]c(=O)c1/C=C/C(=O)OCC(C)C,0.3,102,.,101,11,99,101,98,13,94,19
CCCOC(=O)c1c(NC(=O)/C=C/c2cnn(C)c2C)sc(C(=O)OC)c1C,0.9,98,.,97,11,98,96,97,50,95,3
CSc1oc(-c2ccccc2)nc1S(=O)(=O)c1ccc(F)cc1,0.5,99,19,100,23,100,96,100,12,102,0
CCOc1ccc(NC(=O)CC2SC(N)=NC2=O)c([N+](=O)[O-])c1 (stereo not given),0.3,93,.,95,20,95,96,96,15,94,2
O=C(Nc1ccccc1)c1ccc(S(=O)(=O)N2CCCC2)cc1,0.4,101,.,104,6,98,101,99,38,102,2
O=C1CC(c2ccccc2)CN1C(=O)c1cccnc1 (stereo not given),1.0,99,1,97,9,103,95,100,11,99,4
COc1cc(S(=O)(=O)Nc2ccccn2)ccc1F,0.6,103,.,101,7,101,101,102,19,101,4
CCN(CC)c1c(-c2ccccc2)c2cc(C)ccc2[nH]c1=O,0.8,98,.,100,4,95,99,99,19,98,2
CN=C(Nc1ccc(C)c(C)c1)SC1CC(=O)N(c2ccc(OC)cc2)C1=O (stereo not given),0.2,98,-3,96,11,96,96,96,27,97,2
C=CCn1c(Cc2cccs2)nnc1SCC(=O)c1ccc2ccccc2c1,6.1,94,-6,98,5,94,94,97,47,95,33
COc1cccc(CNC(=O)C2CCN(S(=O)(=O)N3CC(C)CC(C)C3)CC2)c1 (stereo not given),0.8,107,.,106,32,108,102,104,19,106,1
Cc1ccc(C)c(NC(=O)C2CC=CCC2C(=O)O)c1 (stereo not given),0.1,100,-20,99,34,97,98,100,31,100,0
CCN1CCN(C(=S)c2ccc([N+](=O)[O-])cc2)CC1,0.1,96,-5,101,9,98,98,98,13,97,4
CC1(C)CC(NC(=O)CCc2nnc(CCCCc3ccccc3)o2)CCO1 (stereo not given),3.9,99,15,103,11,102,96,99,11,98,9
C=CCN(C1CCCCC1)S(=O)(=O)c1ccc2c(c1)oc(=O)n2C,-0.6,105,.,108,12,104,101,105,20,103,-2
O=C(c1ccc(Cl)cc1)c1oc2ccccc2c1CS(=O)c1ccc(Cl)cc1 (stereo not given),5.4,98,-6,108,26,103,97,101,21,98,24
O=c1onc(-c2ccc(Cl)cc2)n1Cc1ccc(F)cc1,.,101,13,102,13,101,100,102,10,102,2
CC(=O)Oc1ccc2c(c1)OC(c1ccccc1)CC21CC(C)(C)NC(=O)N1 (stereo not given),1.0,98,-10,104,4,99,99,100,21,99,5
Cc1cccc(N(C)c2cc(C)nc3ncnn23)c1,0.3,101,.,105,5,98,99,99,13,100,3
O=C(/C=C/c1cccc([N+](=O)[O-])c1)N1CCN(Cc2ccc3c(c2)OCO3)CC1,0.7,102,.,107,11,97,97,96,26,96,1
O=C(COc1ccc(Cl)cc1Br)N1CCN(c2ccccc2)CC1,0.8,99,.,103,20,97,100,101,29,100,2
CC(NS(=O)(=O)c1ccc2[nH]c(=O)c(=O)[nH]c2c1)C(=O)O (stereo not given),0.2,98,2,98,9,104,95,98,14,101,-1
Cc1ccc(C(=O)NNC2CC(=O)N(c3ccc4c(c3)OCCO4)C2=O)cc1 (stereo not given),0.0,100,3,101,9,103,94,101,13,103,0
O=C(c1ccccc1-c1nc(-c2ccccc2)no1)N1CCCC1,0.5,102,-5,102,22,102,98,99,13,98,3
CCOC(=O)N1CCC(N2C(=O)c3ccccc3C2Nc2cc(C(=O)OC)cc(C(=O)OC)c2)CC1 (stereo not given),1.0,101,.,102,4,95,97,97,21,96,1

# Full records, looked up by structure. Values in the order: ABCB1 inh | Cdc42 wt GTP | Pf gamet viab | Rac1 wt modul | Avidin fluor | Rab7 wt modul | Rac1 mut GTP | HRas wt GTP | GSH fluor | Rab2A wt mod | ABCG2 inh
# CCOC(=O)C1(Cc2ccc(Cl)cc2)CCN(C(=O)c2sc(C)nc2C)CC1 across the screens: 1.6 | 98 | 8 | 100 | 12 | 94 | 97 | 96 | 14 | 98 | 4
# Cc1cc(C)n(-c2nc(NCCCO)c3c4c(sc3n2)CCCC4)n1 across the screens: 1.6 | 100 | -6 | 102 | 26 | 97 | 97 | 99 | 22 | 97 | 11

# Sorted by the number under Avidin fluor (low to high): 5 of the compounds above
canonical_smiles	Cdc42 wt GTP	Rac1 wt modul	Avidin fluor	Rab7 wt modul	Rac1 mut GTP	HRas wt GTP	GSH fluor	Rab2A wt mod	ABCG2 inh
C=CCn1c(Cc2cccs2)nnc1SCC(=O)c1ccc2ccccc2c1	94	98	5	94	94	97	47	95	33
Cc1ccc(SCC(=O)N(C)C2CCS(=O)(=O)C2)cc1 (stereo not given)	103	99	6	93	100	100	21	98	5
O=C1CC(c2ccccc2)CN1C(=O)c1cccnc1 (stereo not given)	99	97	9	103	95	100	11	99	4
CCCc1cc(=O)[nH]c(Nc2ccc3c(c2)OCCO3)n1	96	96	10	95	93	94	15	92	17
CN=C(Nc1ccc(C)c(C)c1)SC1CC(=O)N(c2ccc(OC)cc2)C1=O (stereo not given)	98	96	11	96	96	96	27	97	2

# New compounds follow:
SMILES,ABCB1 inh,Cdc42 wt GTP,Pf gamet viab,Rac1 wt modul,Avidin fluor,Rab7 wt modul,Rac1 mut GTP,HRas wt GTP,GSH fluor,Rab2A wt mod,ABCG2 inh
CC(=O)Nc1ccc(C(=O)N(C)C(C(=O)Nc2ccccc2)c2ccccn2)cc1 (stereo not given),0.2,103,-5,105,11,103,101,102,13,101,-2
Cc1ccc(N2C(=O)C(CN3CCCC3)C2c2ccccc2)cc1 (stereo not given),1.8,93,11,94,9,100,94,97,12,100,6
COC(=O)c1ccc(NC(=O)Cn2c(-c3nonc3N)nc3ccccc32)cc1,0.4,99,-24,95,23,109,93,99,10,103,1
CC(C1CCN(Cc2cn(C)nc2-c2cccc(Cl)c2)CC1)N1CCOCC1 (stereo not given),0.5,98,16,99,6,96,100,97,19,97,1
Cc1occc1C(=O)N1CCN(Cc2ccccc2)CC1,0.7,96,-10,93,7,95,93,95,55,93,2
CC(C)NC(=O)CCCc1c[nH]c2ccccc12,0.3,97,-4,98,58*,106,95,103,8,102,2
CCOC(=O)c1nnn(-c2nc(OC)nc(N3CCCC3)n2)c1-c1ccccc1,4.4,102,.,103,21,98,98,98,22,97,32
COC(=O)Cc1cc(=O)n2[nH]c(C)cc2n1,0.7,102,.,103,23,97,101,100,26,100,4
CC(C)=CCSc1nnc([C@@H](NC(=O)OC(C)(C)C)C(C)C)o1,1.4,103,-1,104,12,103,101,104,22,104,4
C=CCNS(=O)(=O)c1cccc2cc(C(=O)O)c(O)cc12,0.2,100,9,102,50*,101,99,100,22,100,1
FC(F)(F)c1ccccc1/C=N/Nc1ccccn1,0.3,100,-4,101,12,99,97,98,12,99,7
CCN(C(=O)COC(=O)c1[nH]c(=O)[nH]c(=O)c1N)c1ccccc1,0.0,98,-7,96,8,107,96,98,15,98,-2
O=C(c1ccco1)c1n[nH]nc1-c1ccccc1,0.1,91,.,87,11,92,90,91,30,91,1
O=c1nc2ccccc2c2n1CC(CN1CCN(C(c3ccccc3)c3ccccc3)CC1)N2 (stereo not given),1.8,89,26,97,7,101,98,99,19,97,3
O=S(=O)(c1ccc2c(c1)OCO2)N1CCN(c2nnnn2-c2ccccc2)CC1,0.0,113,2,113,23,108,104,106,14,106,0

# 2 consecutive records already listed:
SMILES,ABCB1 inh,Cdc42 wt GTP,Pf gamet viab,Rac1 wt modul,Avidin fluor,Rab7 wt modul,Rac1 mut GTP,HRas wt GTP,GSH fluor,Rab2A wt mod,ABCG2 inh
O=c1nc2ccccc2c2n1CC(CN1CCN(C(c3ccccc3)c3ccccc3)CC1)N2 (stereo not given),1.8,89,26,97,7,101,98,99,19,97,3
O=S(=O)(c1ccc2c(c1)OCO2)N1CCN(c2nnnn2-c2ccccc2)CC1,0.0,113,2,113,23,108,104,106,14,106,0

# Following part.
SMILES,ABCB1 inh,Cdc42 wt GTP,Pf gamet viab,Rac1 wt modul,Avidin fluor,Rab7 wt modul,Rac1 mut GTP,HRas wt GTP,GSH fluor,Rab2A wt mod,ABCG2 inh
NNC(=O)c1ccc(Cn2cc(Br)cn2)cc1,0.3,?,16,?,7,?,?,?,11,?,3
Cc1ccc(S(=O)(=O)NC(CC(C)C)C(=O)Nc2nccs2)cc1 (stereo not given),0.5,105,5,106,7,95,101,100,6,98,1
COc1ccnc(Oc2ccc(F)cc2)c1C(=O)N/C=N/OCc1ccccc1,0.2,99,11,98,9,103,95,98,68,100,19
Cc1cccnc1Nc1nc(-c2ccccn2)cs1,0.8,107,.,108,37,101,104,102,47,103,4
Nc1ncnc2nc(SCCc3ccccc3)[nH]c12,0.6,99,-29,105,5,96,97,99,16,98,2
OC(COCc1ccco1)CN1CCN(c2ccccc2)CC1 (stereo not given),1.4,100,-27,104,7,102,100,100,9,99,15
CCn1c(Cc2ccccc2)nnc1SCC(=O)Nc1ccccc1F,-0.6,95,8,97,10,103,94,98,10,100,-3
S=c1[nH]nc(C2CC2c2ccc(Cl)cc2)n1-c1ccc(Cl)cc1 (stereo not given),0.0,92,.,97,1,96,94,97,6,93,0
Cc1nn(CC(=O)Nc2nc3ccccc3s2)c(C)c1[N+](=O)[O-],0.4,104,.,101,12,103,99,104,17,103,1
O=C(NCc1ccccc1C(F)(F)F)C1CC(c2ccccc2[N+](=O)[O-])=NO1 (stereo not given),0.7,102,.,102,14,99,100,99,35,100,6
COC(=O)CSc1ccc2nnc(-c3ccc(OC)c(OC)c3)n2n1,-3.0,98,.,101,7,98,96,99,23,100,-2
Cc1cccc(N2CCN(C(=O)C3CCCCC3)CC2)c1C,-0.5,101,.,103,13,103,96,101,38,100,6

# Screening data as filed in PubChem BioAssay.
